GSH fluor: GSH bead compound fluorescence profile; GSH beads flow cytometry, compound fluorescence 488/530 nm; hits give high values; fluorescence (KMESF) at 10 µM; 190,000 compounds, 0.25% hits; in the data active = fluorescence above about 89;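 note: glutathione beads carrying GST-tagged Bcl family fusion proteins plus one bare bead set; values are compound well signal with DMSO vehicle wells as background; inactives centre near 16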
Mcl1 Noxa PPI: disrupts binding of human Mcl-1 to Noxa peptide | Q07820 | TR-FRET Mcl-1/Noxa peptide binding, 2 h | inhibition, % at 21.7 µM | AID 1022 | 220,000 compounds, 1.5% hits;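 active = compounds that cut the protein-peptide binding signal by more than 50% relative to plate controls in a single-dose test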;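 note: His-tagged Mcl-1 with rhodamine Noxa BH3 peptide and terbium anti-His antibody; 0% = Mcl-1 plus Noxa peptide wells and 100% = peptide-only wells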
Target sequence (Q07820 whole entry, looked up): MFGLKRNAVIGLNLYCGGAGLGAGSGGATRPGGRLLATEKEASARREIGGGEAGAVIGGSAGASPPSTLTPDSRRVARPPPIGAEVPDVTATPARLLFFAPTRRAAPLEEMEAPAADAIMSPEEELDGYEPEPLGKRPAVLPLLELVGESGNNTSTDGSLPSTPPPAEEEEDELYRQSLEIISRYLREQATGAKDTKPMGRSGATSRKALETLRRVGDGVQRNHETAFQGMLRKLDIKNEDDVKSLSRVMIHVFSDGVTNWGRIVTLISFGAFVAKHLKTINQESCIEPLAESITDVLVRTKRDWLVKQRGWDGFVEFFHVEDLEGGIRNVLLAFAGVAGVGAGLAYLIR
Avidin bead fluor: avidin bead compound fluorescence profile; Avidin beads, compound fluorescence 488/530 nm, flow cytometry; hits give high values; fluorescence (KMESF) at 10 µM; 220,000 compounds, 0.38% hits; in the data active = fluorescence above about 47; note: inactives centre near 10
Rac1 wt modul: human Rac1 wildtype GTP binding, inhibitors and activators. GST-Rac1 beads, fluorescent GTP binding, flow cytometry; actives lie on both sides; 0 = cold GTP competed, 100 = untreated. AID 757. 190,000 compounds, 0.27% hits. P63000. GTP binding activity (% of control), % at 10 µM;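 active = GTP binding activity at least 20 points away from the 100% control level, either lower or higher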
Pf gametocyte: kills late stage P. falciparum gametocytes. P. falciparum stage V gametocytes, ATP luminescence, 24 h. inhibition, % at 10.9 µM. 150,000 compounds, 0.065% hits. AID 743093;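 active = inhibition above the mean plus 3 SD of compounds within the control limits, set per campaign, cut at about 38% in these data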;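 note: 0% = DMSO wells and 100% = medium only without gametocytes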
Mcl1-Bid inh: disrupts binding of human Mcl-1 to Bid peptide | AID 1021 | 220,000 compounds, 0.97% hits | TR-FRET Mcl-1/Bid-Dy647 peptide binding, 1536-well | Q07820 | inhibition, % at 21.7 µM;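 active = compounds that cut the binding signal by more than half at the single screening dose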;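 note: His-tagged Mcl-1 with europium anti-His antibody binding Bid BH3 peptide; 0% = Mcl-1 plus peptide wells and 100% = peptide-only wells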
Rab7 wt GTP bind: modulators of GTP binding to dog Rab7 wildtype GTPase; 190,000 compounds, 0.055% hits; AID 758; GTP binding activity (percent of control), % at 10 µM; GST-Rab7 beads, fluorescent GTP binding, flow cytometry; actives lie on both sides; untreated = 100%, excess cold GTP = 0%;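 active = fluorescent GTP binding to Rab7 beads changed by at least 20 points from the 100% baseline, either direction, mostly lower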;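 note: median green fluorescence of bound Bodipy-FL-GTP per Rab7 bead population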
Cdc42 wt: human Cdc42 wildtype GTP binding change, either direction | P60953 | GST-Cdc42 beads, Bodipy-GTP binding, flow cytometry; actives lie on both sides | percent activity (GTP binding), % at 10 µM | 190,000 compounds, 0.2% hits | AID 761;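 active = percent activity GTP binding at least 20 points away from the 100% baseline, either down as inhibitor or up as activator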;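 note: median bead fluorescence of bound Bodipy-FL-GTP at 100 nM; 0% = excess unlabeled GTP control and 100% = no compound control; below 100% means less GTP binding so inhibitor and above means activator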
Target sequence (P60953 whole entry, looked up): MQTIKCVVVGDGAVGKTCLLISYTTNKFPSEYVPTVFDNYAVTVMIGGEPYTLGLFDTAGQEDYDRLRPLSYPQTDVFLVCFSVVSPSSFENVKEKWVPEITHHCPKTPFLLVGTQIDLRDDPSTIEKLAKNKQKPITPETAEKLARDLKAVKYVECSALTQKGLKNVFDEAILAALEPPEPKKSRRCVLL
Rac1 mut GTP: human Rac1 activated mutant GTP binding change; P63000; GST-Rac1 activated beads, fluorescent GTP binding, flow cytometry; actives lie on both sides; 100% means binding = to untreated wells; percent activity (GTP binding), % at 10 µM; 190,000 compounds, 0.11% hits; AID 764;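 active = GTP binding at least 20 percentage points away from the 100% baseline, in either direction, so actives lie on both sides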
HRas wt GTP bind: modulators of GTP binding to human HRas wildtype; P01112; GST-Ras wt beads, Bodipy-FL-GTP binding, flow cytometry; actives lie on both sides; GTP binding activity, % at 10 µM; 190,000 compounds, 0.14% hits; AID 759;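 active = GTP binding activity at least 20% away from the 100% baseline, either lowered as inhibitor or raised as activator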;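 note: 0% = unlabeled GTP competition control and 100% = no-compound control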
Target sequence (P01112 whole entry, looked up): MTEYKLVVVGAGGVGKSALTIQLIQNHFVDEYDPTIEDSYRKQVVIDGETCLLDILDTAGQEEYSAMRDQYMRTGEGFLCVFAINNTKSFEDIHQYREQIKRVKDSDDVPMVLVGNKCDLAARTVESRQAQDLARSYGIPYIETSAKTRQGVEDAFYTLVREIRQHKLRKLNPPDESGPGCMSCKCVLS
Rab2A wt mod: changes GTP binding to wildtype dog Rab2A, up or down; P61105; GST-Rab2 wt beads, Bodipy-GTP binding, flow cytometry; GTP binding activity, % at 10 µM; 190,000 compounds, 0.19% hits; AID 760;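 active = GTP binding activity at least 20 points away from 100%, either lowered or raised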;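 note: 0% = beads with excess unlabeled GTP and 100% = no-compound control corrected for plate trend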
Active calls of the source: *; x = not tested or not shown.

SMILES	GSH fluor	Mcl1 Noxa PPI	Avidin bead fluor	Rac1 wt modul	Pf gametocyte	Mcl1-Bid inh	Rab7 wt GTP bind	Cdc42 wt	Rac1 mut GTP	HRas wt GTP bind	Rab2A wt mod
CC(C)(C)n1ncc2c(=O)n(CC(=O)Nc3ccc4c(c3)OCCO4)cnc21	31	1	12	102	x	-37	96	100	98	100	99
CCCCCOc1ccc(Cn2ccnc2)cc1[N+](=O)[O-]	13	31	12	107	x	-9	104	102	101	101	99
O=C(Nc1cccc(C(F)(F)F)c1)C1CCCN(c2ncccn2)C1 (stereo not given)	6	4	7	107	7	-15	100	106	102	103	101
COC(=O)c1ccccc1NC(=O)c1ccccc1NS(C)(=O)=O	14	2	8	108	x	-22	102	101	103	102	96
COc1ccccc1CN(C)C(=O)c1ccc2c(c1)NC(=O)CS2	16	9	36	103	x	-11	101	101	99	99	100
COc1cccc(C(=O)N(c2ccc(OC)cc2OC)C2C=CS(=O)(=O)C2)c1 (stereo not given)	36	-1	13	95	-3	-21	96	97	93	98	95
Cc1ccc2nc(NC(=O)COC(=O)c3ccccn3)sc2c1	16	11	24	101	-1	5	103	97	98	102	100
CC(NC(=O)OC(C)(C)C)C(=O)Oc1cc2oc(=O)cc(-c3ccccc3)c2cc1Cl (stereo not given)	24	19	23	95	x	-20	95	93	94	94	95
COc1ccc(-c2cc(C3CCN(c4cc(Cl)nc(N)n4)CC3)[nH]n2)cc1	26	7	4	100	20	-2	100	98	98	101	98
O=C(CSc1cccc[n+]1[O-])c1ccc(Cl)s1	27	7	11	95	13	-15	95	93	93	96	96
Cc1nc(=O)c(-c2ccccc2)c(C)n1-c1ccc(C(=O)O)cc1	40	27	8	97	24	-13	98	92	93	96	96
Cn1cccc1CC(=O)NNC(=O)Nc1ccc(Cl)cc1	22	19	10	104	x	-9	101	102	99	102	101
Cn1c(NC(=O)c2cccc(C(F)(F)F)c2)cc(=O)n(C)c1=O	26	22	7	105	x	-8	104	102	99	102	103
O=C(O)CCC(=O)Nc1ccc(/C=C/C(=O)C2CC2)cc1	13	-4	11	98	-8	4	95	99	97	97	97
Cc1cc(S(=O)(=O)NCc2ccccc2)ccc1OCC(=O)Nc1cccc([N+](=O)[O-])c1	11	1	13	102	1	-20	98	98	99	100	99
Cc1ccc(C(=O)NNC(=O)CSc2nnc3c(n2)[nH]c2ccc(F)cc23)cc1	44	53*	20	87	4	80*	97	86	90	91	91
O=C(COC(=O)CCN1C(=O)c2cccc([N+](=O)[O-])c2C1=O)NC1CCS(=O)(=O)C1 (stereo not given)	17	16	11	102	-11	-7	95	98	98	97	94
CNC(=O)COC(=O)c1cc(-c2ccccc2)nn1-c1ccccc1	12	14	11	104	-5	0	101	100	97	101	98
O=C1OC(c2cccs2)=N/C1=C\c1ccc(-c2cccc(Cl)c2)o1	37	9	14	101	x	5	101	99	96	100	100
CCCCOC(=O)c1ccc(NC(=O)c2ocnc2C)cc1	33	21	13	101	x	-27	97	101	99	98	99
CCN(CC)S(=O)(=O)c1ccc2c(c1)c(=O)c(C(=O)NCCCN(C)c1ccccc1)cn2C	43	4	4	109	2	-6	109	106	100	106	108
Cc1c(C(=O)Nc2ccc(F)cc2)oc2ccc(S(=O)(=O)N3CCC4(CC3)OCCO4)cc12	11	5	24	96	-6	19	100	97	95	98	97
COc1ccccc1/C=C/C(=O)NCC(=O)N/N=C/c1ccc2c(c1)OCO2	13	22	11	97	-13	1	100	95	94	96	94
O=C(CN1CCCCC1)N1CCCc2c1c(=O)oc1ccc(OCc3ccccc3)cc21	17	45	8	101	-15	-11	101	100	98	98	99
CCn1ccnc1CN1CCN(CC=C(C)C)C(CCO)C1 (stereo not given)	19	21	7	101	-8	-49	100	96	95	96	96
Cc1ccc(N2C(=O)C(CN3CCOCC3)C2c2ccccc2)cc1 (stereo not given)	14	7	8	101	-9	-12	101	96	95	97	99
COc1ccc(NC(=O)C2CCCN(S(=O)(=O)c3cccs3)C2)cc1OC (stereo not given)	50	-10	8	111	x	-14	105	106	103	105	102
Cc1oc(-c2ccccc2Cl)nc1CSc1nc2c(c(=O)[nH]1)CCC2	18	8	6	98	x	-9	96	99	98	96	97
CCn1c(=O)cc(C(F)(F)F)[nH]c1=S	13	27	12	94	x	-9	104	95	93	96	95
O=C(Nc1ccc(F)cc1F)c1ccc(-n2cncn2)nc1	30	4	2	100	10	-14	102	96	96	98	100
COCCNC(=O)CN(c1cccc(OC)c1)S(=O)(=O)c1ccc(C)cc1	18	9	25	105	x	-3	103	103	99	103	102
Cc1ccc(NC(=O)C(=O)Nc2ccc(C)cn2)nc1	20	-5	6	99	-2	-22	110	101	97	100	99
CCN1CCN(C(=O)CCCn2c(C)c3cnn(-c4ccccc4)c(=O)c3c2C)CC1	20	1	5	103	x	-28	96	100	101	99	102
Cc1ccccc1C(=O)NC(=S)NCCC1=CCCCC1	21	-11	7	98	3	-10	95	96	96	95	97
O=C1CCCCC(=O)c2ccccc2N1	20	-13	27	106	x	-7	107	106	101	104	106
O=C(CN(Cc1ccco1)S(=O)(=O)c1cccs1)Nc1ccccc1C(F)(F)F	7	-3	10	105	8	-37	103	103	98	104	103
Cc1ccc(N(CC(O)CN2CCCCC2)S(=O)(=O)c2ccccc2[N+](=O)[O-])cc1 (stereo not given)	52	16	10	100	6	-9	106	94	97	100	100
COC(=O)Cn1cnc2c(nnn2Cc2ccc(Cl)cc2)c1=O	15	5	8	108	-10	-18	104	103	101	101	104
Cc1ccc(-c2nc(N)sc2CC(=O)OCC(=O)NCC2CCCO2)cc1 (stereo not given)	6	21	14	106	-5	-35	101	104	101	101	101
CC1=C(C(=O)OC(C)C)C(c2cccs2)C(C(=O)OC(C)C)=C(C)N1	17	13	18	103	-12	-27	99	99	99	102	102
Cc1cc(C(=O)COC(=O)c2ccc[nH]c2=O)c(C)n1CCc1ccc(F)cc1	10	13	21	95	10	-35	100	94	93	94	97
CSCCCNC(=S)N1CCN(S(=O)(=O)c2cccc(C(F)(F)F)c2)CC1	12	0	9	102	-2	-56	101	96	98	99	100
Cc1ccc(-n2c(SCC(=O)NCc3cccs3)nnc2-c2ccoc2C)cc1	5	-4	17	96	17	-44	95	97	96	97	97
CC(C)C[C@H](NC(=O)Nc1ccccc1F)C(=O)O	31	-2	14	101	x	-25	98	99	98	102	103
CC1CC(C)CN(C(=O)c2cc(-c3ccccn3)nc3ccccc23)C1 (stereo not given)	35	-1	14	109	x	-26	104	102	101	104	104
O=C1c2ccccc2C(=O)N1CC(=O)N1c2ccccc2Sc2ccccc21	8	11	9	98	-61	-5	101	98	96	99	98
COc1ccc(-c2c(C#N)c(N)n(N)c(=O)c2C#N)cc1Cl	14	18	18	97	3	-28	95	91	94	94	94
COc1ccc(S(=O)(=O)c2ccc(O)cc2)cc1	11	9	17	103	x	-28	99	107	100	104	102
O=C(NCc1ccco1)C12CN(Cc3ccccc3)CC1C(c1cccc([N+](=O)[O-])c1)=NO2 (stereo not given)	11	-1	17	106	x	-22	109	105	99	106	106
COc1cccc(-n2cnc3sc(C)c(C)c3c2=O)c1	8	11	3	104	x	-2	100	101	98	100	102
CCOC(=O)C1=C(C)Nc2nc(SCc3cccnc3)nn2C1c1ccc(OC)cc1 (stereo not given)	24	9	6	104	x	-15	101	104	97	101	100
O=C(CSc1nnc(-c2ccccc2)o1)NCC1CCCCC1	16	9	9	105	2	0	102	104	100	102	103
COc1ccccc1NC(=O)C1CCCCN1S(=O)(=O)c1ccc(F)cc1 (stereo not given)	27	4	11	107	-10	-37	100	104	103	101	102
CN(C)CCNc1ccc(Cl)cc1[N+](=O)[O-]	6	23	2	106	x	-5	100	105	102	103	103
N=C1C(c2ccccc2)=C(O)CN1c1cccc(S(N)(=O)=O)c1	9	7	8	105	-12	-12	102	104	103	101	104
CC(=O)c1cc(C(c2csc(C(C)=O)c2)c2csc(C(C)=O)c2)cs1	40	-13	6	104	x	-18	97	102	102	101	101
O=C(CCc1nc(-c2ccccc2F)no1)Nc1ccc(Oc2ccccc2)cc1	11	13	25	93	0	4	101	91	96	93	99
COc1ccc(C2=NCC(CSc3nnnn3C)S2)cc1 (stereo not given)	16	16	8	97	x	0	96	101	95	99	99
C=CCn1c(SCC(=O)Nc2ccc3c(c2)OCCO3)nnc1-c1ccccn1	54	-3	5	95	-8	-21	95	95	96	96	96
CCCCN1c2cc(C)c(O)cc2C(C(=O)OCC)C1C (stereo not given)	13	5	15	105	x	-17	105	104	97	106	103

The listing continues:
SMILES	GSH fluor	Mcl1 Noxa PPI	Avidin bead fluor	Rac1 wt modul	Pf gametocyte	Mcl1-Bid inh	Rab7 wt GTP bind	Cdc42 wt	Rac1 mut GTP	HRas wt GTP bind	Rab2A wt mod
CC1C(=O)CC(c2ccc([N+](=O)[O-])cc2)NC1c1ccc([N+](=O)[O-])cc1 (stereo not given)	9	13	9	97	3	2	104	103	95	100	102
CCSc1ccccc1C(=O)NCc1ccc(S(N)(=O)=O)cc1	33	53*	14	109	-8	-5	101	101	101	102	99
CC(=O)N(c1ccccc1)C(C)c1nc(C#N)c(C#N)nc1C (stereo not given)	10	8	3	108	13	-7	106	99	100	106	99
O=c1[nH]c2cc3c(cc2cc1C(c1nnnn1CC1CCCO1)N1CCCCCC1)OCO3 (stereo not given)	25	-2	33	100	x	-15	98	98	97	96	94
CCC1SC(CC)C(=O)N(CC(=O)NC2CCCCC2)C1=O (stereo not given)	10	12	23	99	-4	-1	104	98	95	100	100
O=C(O)CCCC(=O)Nc1ccccc1C(=O)O	82	3	12	98	x	8	93	95	98	97	96
Cc1cc(C(=O)Nc2ccccc2C(F)(F)F)no1	11	-10	8	110	8	-19	106	105	105	107	107
O=C(N/N=C/c1ccc(OC(F)F)cc1)c1cccc(S(=O)(=O)N2CCOCC2)c1	11	1	14	98	-2	-16	94	98	95	95	94
CCN(CC)CCN(C(=O)C1=COCCO1)c1nc2cc3c(cc2s1)OCO3	25	1	9	97	-21	-11	96	93	93	92	95
Cc1cccc(C2c3[nH]c4ccccc4c3CCN2C(=O)c2ocnc2C)n1 (stereo not given)	15	2	10	102	5	-63	102	102	97	99	101
C=CCOc1ccc2cccc(/C=N/NC(=O)c3cc4cc([N+](=O)[O-])ccc4s3)c2c1	14	-4	18	97	-44	-8	94	93	98	93	94

An excerpt from above, limited to Mcl1-Bid inh.
structure,Mcl1-Bid inh
Cc1c(C(=O)Nc2ccc(F)cc2)oc2ccc(S(=O)(=O)N3CCC4(CC3)OCCO4)cc12,19
COc1ccccc1/C=C/C(=O)NCC(=O)N/N=C/c1ccc2c(c1)OCO2,1

Screening data deposited in PubChem BioAssay by several laboratories.
